Compound activity deposited in PubChem BioAssay by several laboratories.
Wee1 stabilizer = blocks degradation of human Wee1 kinase; P30291; HeLa Luc-Wee1K328M stability, luciferase luminescence; 100% = proteasome inhibitor MG132 effect; reporter increase, % at 5 µM; 1.2% of 220,000 active;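 active = activation above the mean of all tested compounds plus 3 SD, set per screening run, cut at about 8.8% in these data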;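 note: cells exposed to compound for 20 h before luminescence read; 0% = DMSO alone and 100% = MG132 at 30 µM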
zfTRPN1 agonist = agonists of zebrafish TRPN1 channel; HEK293 zebrafish TRPN1-YFP, Fluo-8 calcium fluorescence; 100% = response to 87 µM carbachol; activation, % at 3 µM; 0.18% of 220,000 active; AID 1424;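 active = activation above its plate's cutoff, the mean activation of test wells on that plate plus 3 SD, cut at about 19% in these data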;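 note: 0% = DMSO alone and 100% = 87 µM carbachol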
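Assay system: Zebrafish TRPN1-YFP in HEK293 cells | Incubation: Dye loading 1 h at 37 °C, then 30 min room temperature | Measured by: Kinetic Fluo-8 fluorescence, ex 470-495, em 515-575 nm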
TRPML3 ag = agonists of human TRPML3 channel | Q8TDD5 | HEK293 TRPML3-YFP, Fluo-8 calcium fluorescence; 100% = the carbachol control signal | activation, % at 3 µM | 0.29% of 220,000 active | AID 1448;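 active = activation above its plate's cutoff, the mean activation of the plate's test wells plus 3 SD, cut at about 12% in these data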;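 note: 0% = DMSO only wells and 100% = carbachol wells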
Target sequence (Q8TDD5 whole entry, looked up): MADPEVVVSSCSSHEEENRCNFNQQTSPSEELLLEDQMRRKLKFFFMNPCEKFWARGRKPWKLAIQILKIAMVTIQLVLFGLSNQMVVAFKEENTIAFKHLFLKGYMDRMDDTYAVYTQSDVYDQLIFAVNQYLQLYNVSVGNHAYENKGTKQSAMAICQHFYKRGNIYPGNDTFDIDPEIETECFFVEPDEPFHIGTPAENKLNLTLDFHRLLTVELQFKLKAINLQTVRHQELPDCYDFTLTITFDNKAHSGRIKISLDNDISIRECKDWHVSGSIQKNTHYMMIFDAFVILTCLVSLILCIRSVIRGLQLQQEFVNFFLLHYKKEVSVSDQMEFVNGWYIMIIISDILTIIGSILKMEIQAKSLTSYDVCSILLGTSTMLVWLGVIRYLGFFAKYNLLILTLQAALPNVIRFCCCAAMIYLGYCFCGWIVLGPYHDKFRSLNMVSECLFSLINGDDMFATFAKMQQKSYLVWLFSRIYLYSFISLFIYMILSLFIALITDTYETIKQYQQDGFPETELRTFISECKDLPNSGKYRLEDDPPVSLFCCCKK
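system = HEK293 cells stably carrying human TRPML3-YFP | doses = one concentration, 3 µM nominal, 0.3% DMSO | timing = dye loading 1 h 37 °C then 30 min ambient, 125 s read | detection = Fluo-8 calcium dye fluorescence, ex 470-495, em 515-575 nm | benchmarks = high control carbachol 87 µM, low control DMSO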
CHOP inh = CHOP inhibition in unfolded protein response; CHO-K1 CHOP-promoter luciferase, tunicamycin-induced, 15-18 h; inhibition, % at 10 µM; 3.8% of 220,000 active; AID 2732;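 active = compounds that reduced the stress-induced luciferase reporter signal by more than about 70% of percent inhibition, limit read from the data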;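 note: 0% = tunicamycin plus vehicle and 100% = wells without tunicamycin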
Ba/F3 V617F tox = reduce viability of Ba/F3 cells dependent on JAK2V617F | Ba/F3 EpoR-JAK2V617F viability, ATP luminescence | 1.1% of 220,000 active | inhibition, % at 5.6 µM | AID 1446;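 active = inhibition above the campaign mean plus 3 SD over all tested compounds, cut at about 24% in these data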;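 note: cytokine-independent growth of Ba/F3 cells driven by EpoR plus mutant JAK2; 0% = DMSO-treated cells and 100% = JAK inhibitor I control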
RBBP9 inhibitor = human RBBP9 hydrolase inhibition. inhibition, % at 7.94 µM. recombinant RBBP9, FP-Rh probe fluorescence polarization. O75884. AID 1515. 0.2% of 220,000 active;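 active = inhibition above the campaign mean of all tested compounds plus 3 SD, cut at about 14% in these data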;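 note: plate controls were DMSO wells with RBBP9 for no effect and wells lacking RBBP9 protein for full effect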
Target sequence (O75884 whole entry, looked up): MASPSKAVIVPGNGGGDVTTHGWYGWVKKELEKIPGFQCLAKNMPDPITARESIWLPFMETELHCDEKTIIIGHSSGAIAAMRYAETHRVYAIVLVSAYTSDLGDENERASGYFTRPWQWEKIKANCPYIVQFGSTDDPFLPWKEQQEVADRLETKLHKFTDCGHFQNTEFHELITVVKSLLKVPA
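Measured by – fluorescence polarization · Test system – RBBP9 protein · Input – 2.5 µM RBBP9 dispensing solution, before mixing · Measure – percent inhibition from mP, scaled between DMSO and no-protein wells · Benchmarks – DMSO-treated enzyme wells and wells lacking RBBP9 · Times – preincubation 30 min plus labeling 45 min at 25 °C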
PPC-1+TRAIL kill = PPC-1 cancer cell killing with TRAIL present; 0.41% of 220,000 active; PPC-1 cells + TRAIL, ATPLite viability luminescence; AID 1443; cell killing (% activity), % at 4 µM;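 active = cell killing above 50% in the first pass at 4 µM, then a duplicate retest at 5 µM averaging 50% or more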;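 note: plate controls were cells with TRAIL plus DMSO for no effect and medium-only wells lacking cells for full effect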
TNF necrop inh = blocks TNF-alpha induced death of Jurkat FADD-/- cells | Jurkat FADD-/- TNF necroptosis rescue, ATP luminescence, 24 h; 0 = TNF only, 100 = no-TNF cells | activation (protection from cell death), % at 10 µM | 0.068% of 220,000 active | AID 463075;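 active = activation, meaning protection from cell death, of at least 50% relative to plate controls; inactive = activation below 50%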;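 note: necroptosis triggered by 40 ng/mL TNF-alpha added together with compound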
BaF3 parental = counter-screen for JAK2V617F inhibitors: parental Ba/F3 viability inhibitors. CellTiter-Glo ATP luminescence. inhibition, % at 5.6 µM. 1.1% of 220,000 active. AID 1486;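 active = inhibition above a per-campaign cutoff, the mean inhibition of all tested compounds plus 3 SD, cut at about 27% in these data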;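 note: 0% = DMSO wells and 100% = JAK Inhibitor I control wells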
* = called active by the depositor; nt = no result given.

Below each compound: RBBP9 inhibitor, zfTRPN1 agonist, CHOP inh, TRPML3 ag, TNF necrop inh, PPC-1+TRAIL kill, Wee1 stabilizer, Ba/F3 V617F tox, BaF3 parental
COc1ccc(Cl)cc1NC(=S)N1CCN(C(=O)C2CCCO2)CC1 (centres undefined)
    0, 1.5, -1, 0.5, 0.4, 12, -2, 1, 7
CCOc1c(OC(C)=O)ccc(/C=C2\N=C(SCC)SC2=O)c1[N+](=O)[O-]
    2, -1.7, 10, -0.3, -5.2, 7, 1, -2, 0
O=S(=O)(c1ccc(Cl)cc1)N1CCC(N2CCOCC2)CC1
    -1, 2.2, 9, 1.5, 1.0, 20, 0, 4, 4
CC1Cc2nc(SCC(=O)NC3CCCCC3)n(C)c(=O)c2S1 (centres undefined)
    -5, -1.3, 1, 0.4, 0.6, 17, 2, 1, -1
O=[N+]([O-])c1cc(S(=O)(=O)N2CCCC2)ccc1NCCc1ccccc1
    4, 1.1, -14, 0.5, 2.7, 7, 1, -2, 3
Cc1ccc(-c2ccc(OCC(=O)N3CCOCC3)cc2)cc1
    2, 2.3, 33, 0.9, -2.9, 26, 2, 1, 3
N=C(N)SCc1nc2ccccc2c(=O)n1-c1ccccc1Cl
    -3, -2.2, -6, -0.5, -9.2, 21, -1, -2, 0
Cc1nc2ncnn2c(C)c1Cc1c(Cl)cccc1Cl
    -2, -1.2, 18, 0.2, 0.0, 14, -3, -1, 5
S=C(NCc1ccco1)NCC1CCCO1 (centres undefined)
    -8, 0.5, 5, 0.3, -0.8, 18, 0, -1, 7
O=C1CSC(=Nc2ccc(O)cc2)N1c1ccc(O)cc1
    -8, -0.1, -9, -0.1, -2.7, 16, -2, 1, 6
CCOC(=O)C1(Cc2cccc(OC)c2)CCCN(C(=O)CCc2cccnc2)C1 (centres undefined)
    -1, 0.0, 7, 0.4, -0.3, -4, 0, 1, 11
Cc1ccc2c(c1)cc(CN(Cc1ccco1)C(=O)N1CCOCC1)c1nnnn12
    -10, 3.1, -1, 0.7, -0.3, 19, -3, -1, 2
COc1cc(/C=N/NC(=O)c2cc(C)oc2C)cc(OC)c1OC
    -6, 1.6, -25, 1.2, 0.8, 4, -2, -2, 3
CC(=O)c1sc(NC(=O)C2=NN(c3ccccc3)C(=O)CC2)nc1C
    -8, 0.7, 0, 0.6, 0.5, 14, -2, 2, 1
COc1cc2c(cc1OC)C(C(=O)Nc1cccc(C)n1)C(c1cccnc1)N(C)C2=O (centres undefined)
    -5, 0.5, 41, 0.2, -2.1, 5, 2, 1, 4
Nn1c(SCc2cc([N+](=O)[O-])cc3c2OCOC3)nnc1-c1ccccn1
    -2, 0.5, 3, -0.1, -0.8, 4, 1, -1, -2
CCOc1ccc(/C(O)=C2/C(=O)C(=O)N(c3cc(C)on3)C2c2ccc(C(=O)OC)cc2)cc1 (centres undefined)
    5, 1.1, 13, 0.7, 2.5, 11, 4, -1, 1
Cc1ccccc1Nc1c(-c2ccccn2)nc2c(C)cccn12
    -5, -4.0, -18, -0.6, -1.5, -12, 5, 2, 7
CN(c1ccc(OCC(=O)N2CCC(C(N)=O)CC2)cc1)S(=O)(=O)c1cccs1
    2, -0.4, -7, 2.0, 0.0, 13, -2, 0, 2
CC1(C(=O)NNC(=S)NCc2ccco2)CC1(Cl)Cl (centres undefined)
    -5, 0.6, 13, 0.4, 1.3, nt, 3, -1, 8

Single records, from the list above.
Record of `O=S(=O)(c1ccc(Cl)cc1)N1CCC(N2CCOCC2)CC1` = RBBP9 inhibitor: -1; zfTRPN1 agonist: 2.2; CHOP inh: 9; TRPML3 ag: 1.5; TNF necrop inh: 1.0; PPC-1+TRAIL kill: 20; Wee1 stabilizer: 0; Ba/F3 V617F tox: 4; BaF3 parental: 4
Record of `CC1(C(=O)NNC(=S)NCc2ccco2)CC1(Cl)Cl` (centres undefined) = RBBP9 inhibitor: -5; zfTRPN1 agonist: 0.6; CHOP inh: 13; TRPML3 ag: 0.4; TNF necrop inh: 1.3; PPC-1+TRAIL kill: nt; Wee1 stabilizer: 3; Ba/F3 V617F tox: -1; BaF3 parental: 8
Record of `COc1ccc(Cl)cc1NC(=S)N1CCN(C(=O)C2CCCO2)CC1` (centres undefined) = RBBP9 inhibitor: 0; zfTRPN1 agonist: 1.5; CHOP inh: -1; TRPML3 ag: 0.5; TNF necrop inh: 0.4; PPC-1+TRAIL kill: 12; Wee1 stabilizer: -2; Ba/F3 V617F tox: 1; BaF3 parental: 7

The results go on.
Below each compound: RBBP9 inhibitor, zfTRPN1 agonist, CHOP inh, TRPML3 ag, TNF necrop inh, PPC-1+TRAIL kill, Wee1 stabilizer, Ba/F3 V617F tox, BaF3 parental
COc1cc2cc(CN(Cc3nnnn3Cc3ccco3)C3CCCCC3)c(=O)[nH]c2cc1OC
    -5, 2.0, 15, 0.7, -2.7, 11, -3, -1, 4
O=C(Nc1ccc2nc(-c3cccs3)c(-c3cccs3)nc2c1)NC1CC1
    2, -1.2, 92*, 1.1, -8.8, -18, -2, 1, 8
Cc1nn(-c2ccccc2)c(C)c1C(=O)OCC(=O)N1c2ccccc2NC(=O)C1(C)C
    -4, -0.4, 34, 0.9, -13, 9, -2, -3, 0
CS(=O)(=O)N(CC(=O)NCCC1=CCCCC1)c1ccc2c(c1)OCO2
    7, 0.6, 8, -0.2, -0.7, 9, -3, 4, 3
Cc1ccc(NC(=O)CCNS(=O)(=O)c2cccc3nonc23)cc1
    -8, -0.5, 75*, 0.3, 0.7, 21, 4, -3, 1
COc1cc(SC)ccc1C(=O)Nc1cccc(C)n1
    -5, 3.2, -20, 2.0, -0.8, nt, 2, 0, 10
Cc1ccc(CN2CCN(C3CSCCSC3)CC2CCO)cc1 (centres undefined)
    -11, 2.2, 26, 0.6, -0.1, -13, -1, 1, 4
CSc1cccc(NC(N)=S)c1
    -1, 0.3, 9, 1.1, -2.5, 9, -3, 1, -1
CC1(C)CC(CCNC(=O)c2ccco2)CC(C)(C)N1
    12, 2.1, -16, 0.7, -1.1, 26, 2, -3, 5
CN(C[C@@H](Cc1cccc2ccccc12)N(C[C@H](Cc1ccccc1)N(CCc1ccccc1)N=O)N=O)N=O
    0, -0.6, 19, 0.3, 5.6, 1, 0, -5, -3
Cn1c(SCC(=O)c2ccccc2F)nnc1C1CC1
    -2, 1.0, 34, -0.2, -2.3, 30, 1, -2, 7
O=C(/C=C/c1cccnc1)c1cc(F)ccc1O
    -3, 0.5, 14, 0.2, -7.4, 20, -3, -2, 5
O=c1cc(-c2ccc(F)cc2)[nH][nH]1
    0, -0.5, 5, 0.2, 0.1, 16, 1, -2, 0
Cc1cccc(-n2cc3c(=O)n(C)c(=O)n(C)c3c2)c1
    -11, -1.1, -1, -0.6, 1.1, 11, -2, 5, 1
CCOC(=O)C1=C(O)/C(=C\c2ccc(CNC(=O)C(=O)Nc3ccc(C)c(C)c3)o2)N=C1C
    2, -0.4, 109*, 0.5, -0.7, 20, 0, -4, 2
O=C(CCc1cnccn1)NC1CCCc2c1cnn2-c1ccc(F)cc1F (centres undefined)
    0, 1.8, 4, 1.7, -0.4, -4, 2, 0, 8
COCCN(CCOC)C(=S)Nc1cc(S(=O)(=O)N(C)C)ccc1C
    -8, 0.4, 6, 0.7, 0.3, 15, 5, 0, 0
COc1ccc(-c2nnc3ccc(SCC(=O)Nc4nccs4)nn23)cc1OC
    -7, 0.2, -7, 0.1, 1.0, -22, -1, -6, 2
CC(O)Cc1cn([C@@H](CCCCNC(=O)OC(C)(C)C)C(=O)N2CCN(C(=O)OC(C)(C)C)CC2)nn1 (some centres undefined)
    -3, 0.9, 11, 1.0, 0.6, 2, -2, -3, 1
Cc1cc(C(=O)NCC(=O)OCC(=O)NCCc2ccccc2)ccc1[N+](=O)[O-]
    -5, 0.3, -7, 1.0, -0.8, -4, -3, 1, 4

The results go on:
Below each compound: RBBP9 inhibitor, zfTRPN1 agonist, CHOP inh, TRPML3 ag, TNF necrop inh, PPC-1+TRAIL kill, Wee1 stabilizer, Ba/F3 V617F tox, BaF3 parental
COc1cc(NS(=O)(=O)c2ccc(Nc3nc(-c4cccc([N+](=O)[O-])c4)cs3)cc2)nc(OC)n1
    1, -1.1, -16, 1.1, 2.1, 14, 0, -2, 0
Fc1ccccc1Cn1cnc(NC(=S)NCCc2ccccc2)n1
    -5, 0.8, 39, 1.7, -0.9, 24, -1, -2, 4
O=C(Cc1c[nH]c2ccccc12)NCc1ccco1
    -10, 1.0, 4, 0.9, -0.2, 15, 5, 0, 1
O=C(Cn1nnc(-c2ccc(Cl)cc2)n1)NCCC1=CCCCC1
    -8, 0.5, 57, -1.0, -1.6, -14, 4, -2, 4
Cc1cnc(C(=O)Oc2c(C)ccc(C)c2C)cn1
    0, -1.4, 16, 1.2, 0.7, 13, 0, 1, 1
CCCN1Cc2cccc(C(=O)NC(CC(=O)OCC)c3ccc(OCC)c(OC)c3)c2C1=O (centres undefined)
    1, -1.1, -4, -0.9, 1.7, 9, -2, 6, 13
Cc1cccc(C)c1NC(=O)COC(=O)CSc1nnc(N)s1
    -7, 0.3, -3, 0.9, 0.8, 2, 2, -3, 1
Cc1cc(-c2ccccc2)nc(N2CCN(c3ccccn3)CC2)n1
    0, 0.4, -5, 0.1, -0.7, 8, -2, 2, 1
Cc1ccnc(N2CCC(C(=O)Nc3ccc4c(c3)OCO4)CC2)n1
    -1, 0.4, 21, 0.2, -1.0, 21, 0, 0, 9
CC(C)Cc1cc(CN2CCC(CO)(Cc3cccc(C(F)(F)F)c3)CC2)[nH]n1
    -7, 2.5, 31, 5.3, 3.9, 15, -2, -4, 3
CCc1nnc(NC(=O)CSc2nnc(-c3ccoc3C)n2-c2ccccc2)s1
    3, 0.0, 16, 0.4, -1.8, -1, 3, 0, 5
Cc1cccc(N=Cc2c(O)cc(C)oc2=O)c1
    -8, 0.7, 3, 0.7, -2.2, 7, 2, -1, 4
